Compound activity: PubChem BioAssay, National Center for Advancing Translational Sciences (NCATS)
HT1080-NT tox: qHTS for induction of synthetic lethality in tumor cells producing 2HG: qHTS for the HT-1080-NT fibrosarcoma cell line; HT-1080-NT fibrosarcoma viability, CellTiter-Glo ATP luminescence, 48 h; Potency, µM (titrated, usually from 46.1 µM), inactives show top-dose activity, negative = less viability, hits mostly cytotoxic; 360,000 tested, 1.6% active;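 further: NT is the 2HG producing partner of a matched IDH1 knockdown line; potency means the concentration at half of the fitted maximal effect; 0% = DMSO-treated cells and -100% = media-only wells without cells; nearly all actives have a fitted effect of over 55% in size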
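Luminescent CellTiter-Glo readout after 48 hours of compound exposure at 37 degrees C defined viability of HT-1080-NT cells. Activity was normalized to DMSO wells and cell-free media wells; concentration-response curves were fitted and assigned curve classes.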
MCF10A rerep: A quantitative high throughput screen for small molecules that induce DNA re-replication in MCF 10a normal breast cells; AID 624296, 2012; 350,000 tested, 2.9% active; MCF 10A DNA re-replication, Hoechst nuclear intensity, 48 h; Potency, µM (top dose mostly 46.1 µM), without a hit: at the highest dose activity, positive = re-replication, actives largely listed as activators; further: potency means the concentration at half of the fitted maximal effect; % of control where 0% means no effect; nearly all actives have a fitted effect of over 50% in size
SW480 rerep: A quantitative high throughput screen for small molecules that induce DNA re-replication in SW480 colon adenocarcinoma cells; SW480 DNA re-replication, Hoechst DNA content imaging, 48 h; Potency, µM (top dose mostly 46.1 µM), for the others: at the top dose re-replication activation, usual class: activators; 340,000 tested, 1.8% active; further: potency means the concentration at half of the fitted maximal effect; % of control where 0% means no effect; nearly all actives have a fitted effect of over 55% in size
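Treated cells incubate 48 hr (37 C, 5% CO2), are stained 40 min with Hoechst, and nuclear fluorescence is enumerated; a rise in nuclei with high DNA signal marks re-replication.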
KB-V1 MDR tox: qHTS assay for MDR1-selective chemotherapeutics: Primary screen using the drug-selected MDR subline cells KB-V1; KB-V1 MDR cells viability, CellTiter-Glo, 72 h; AID 1347076, 2019; Potency, µM (top dose mostly 46.1 µM), without a hit: at the top dose activity change, negative = cytotoxicity, hits mostly cytotoxic; 400,000 tested, 3.4% active; further: potency means the concentration at half of the fitted maximal effect; on the % scale 0 is the no-effect control and ±100 the full control effect; nearly all actives have a fitted effect of over 60% in size
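Compound-treated KB-V1 multidrug-resistant cells, 72 h, 37 degrees C; viability by CellTiter-Glo. Fitted qHTS curves give the values.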
IL1B secr inh: qHTS for Inhibitors of Inflammasome Signaling: IL-1-beta AlphaLISA Primary Screen | 360,000 tested, 4.7% active | THP-1 LPS/ATP IL-1B secretion, AlphaLISA, 16 h; hits give low values | activity change, % at 57.5 µM; in the data active means activity change below about -50%; inconclusive means mostly about -30% to -49%; further: on the % scale 0 is the no-effect control and ±100 the full control effect
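Secreted IL-1B measured by AlphaLISA bead assay after 16 h compound exposure of THP-1 cells; compounds (final up to 57.5 uM) added 1 h before LPS (250 ng/mL) and ATP (1.25 mM) stimulation; lower signal means less secretion.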
KB-3-1 cytotox: qHTS assay for MDR1-selective chemotherapeutics: Primary screen using the parental adenocarcinoma cell KB-3-1 | KB-3-1 viability, CellTiter-Glo ATP luminescence, 72 h | Potency, µM (highest dose often 46.1 µM), for the others: at the top dose activity change, negative = cytotoxic, most hits filed as cytotoxic | 400,000 tested, 1.4% active | AID 1347075, 2019; further: potency means the concentration at half of the fitted maximal effect; on the % scale 0 is the no-effect control and ±100 the full control effect; nearly all actives have a fitted effect of over 60% in size
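Luminescent ATP read-out (CellTiter-Glo) measures survival of drug-naive KB-3-1 cells after 72 h compound exposure at 37 °C. Titration series was screened from lowest to highest concentration, with DMSO vehicle plates as background controls.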
ATXN viability: Viability Counterscreen for Primary qHTS for Inhibitors of ATXN expression; 400,000 tested, 0.49% active; Potency, µM (doses to about 56.7 µM), most hits filed as cytotoxic; S2 cells (HEK-293 line with an ATXN2-luciferase reporter) viability, CellTiter-Fluor protease fluorescence, 24 h; further: potency means the concentration at half of the fitted maximal effect; nearly all actives have a fitted effect of over 40% in size
ATXN2 expr inh: Primary qHTS for Inhibitors of ATXN expression; HEK-293 ATXN2-luciferase reporter, luminescence, 24 h; Potency, µM (doses to about 57 µM), without a hit: at the top dose activity change, negative = inhibition, actives largely listed as inhibitors; 360,000 tested, 0.72% active; AID 1745845, 2022; further: potency means the concentration at half of the fitted maximal effect; on the % scale 0 is the no-effect control and ±100 the full control effect; nearly all actives have a fitted effect of over 55% in size
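ATXN2-luciferase reporter cells (luciferase flanked by upstream and downstream ATXN2 gene portions) were treated 24 h at 37 °C with compounds at up to 57 uM. SteadyGlo luminescence gave expression; GF-AFC fluorescence gave viability.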
HT1080 IDH1KD tx: qHTS for induction of synthetic lethality in tumor cells producing 2HG: qHTS for the HT-1080-IDH1KD cell line; HT-1080 IDH1 knockdown viability, ATP luminescence, 48 h; Potency, µM (titrated, usually from 46.1 µM), for inactives: at the highest dose activity, negative = toxicity, usual class: cytotoxic; 360,000 tested, 2% active; AID 686971, 2013;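 further: potency means the concentration at half of the fitted maximal effect; 0% = DMSO wells and -100% = cell-free medium wells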
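After a 2 h attachment period, IDH1KD HT-1080 cells took pin-transferred compound for 48 h at 37 °C; ATP-based luminescence after 10 min room-temperature reagent incubation reported viability.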
* hit, by the source's call; i = inactive; ? = inconclusive; . = not tested or not shown; & = joins results of further samples; ! = repeats disagree; [ ] = dose if it differs, or a comment. Unless noted, the call rests on the fitted dose curve; in most records, active means well fitted curve in the direction sought with a large enough effect; inconclusive means small, poorly fitted or top-dose-only effect, or another doubt; inactive means no such curve, though single readings can be large; an effect the other way counts as inactive or inconclusive.

canonical_smiles | KB-3-1 cytotox | IL1B secr inh | HT1080-NT tox | MCF10A rerep | ATXN2 expr inh | KB-V1 MDR tox | SW480 rerep | ATXN viability | HT1080 IDH1KD tx
COc1ccccc1CNC(=O)CCCn1c(=O)c2ccccc2n(CC(=O)Nc2c(C)cc(C)cc2C)c1=O | -3% | . | . | . | 14% | ? | . | i | .
COc1ccc(C(=O)NNC(=S)Nc2ccccc2)cc1 | -1% | -13 | 19% | 2% | 71%[activator] | -11% | -1% | i | 2%
O=C(NCCC1=CCCCC1)C1CCN(S(=O)(=O)c2cnc[nH]2)CC1 | 1% | 14 | 12% | 3% | -9% | 1% | -5% | i | 9%
CO[C@@H]1CN(C)C(=O)c2cc(NC(=O)NC3CCCCC3)ccc2OC[C@@H](C)N(CCc2ccccc2)C[C@@H]1C | -9% | -6 | ? | . | . | -9% | . | . | ?
O=C(OCC(=O)N1CCCc2ccccc21)c1ccc(Cl)nc1 | -1% | 14 | 2% | -2% | -11% | ? | -1% | i | 9%
CC1=C(C(=O)N(C)C)CC(CC(=O)NCCc2ccccn2)C(=O)N1Cc1ccc(F)cc1 (stereo unspecified) | 10% | 41 | 20% | . | 7% | -23% | . | i | -2%
Cc1ccc(/C=N/N2CCN(c3ccccn3)CC2)cc1 | 4% | 2 | 11% | 0% | 23% | -18% | -4% | i | 14%
C=CC[N+]1(CC=C)CCOCC1 | 10% | 4 | 11% | 1% | . | -1% | -2% | i | -3%
CCOC(=O)c1c(S(=O)(=O)N2CCCC(C(=O)Nc3cccc(C#N)c3)C2)c(C)n(C)c1C (stereo unspecified) | -2% | . | . | . | 0% | 8% | . | i | .
Cn1c(N)c(C(=O)COC(=O)C2CCCC2)c(=O)n(C)c1=O | ? | -5 | 4% | -5% | 15% | 1% | 0% | i | 15%
COc1ccc(OC)c(C(=O)c2coc3ccc(OC(C)=O)cc23)c1 | -16% | -21 | -20% | 21µM* | 42%[activator] | 0% | ? | i | ?
COC(=O)CCCn1cc(CN2CC(N(C)C)CS2(=O)=O)nn1 (stereo unspecified) | 28% | 36 | 24% | . | 7% | 17% | . | i | 6%
COC(=O)c1cc(OC)c(OC)cc1NC(=O)CCc1ccc(C)o1 | 20% | 1 | 13% | 0% | -2% | -14% | -4% | i | 14%
Cc1c(C(=O)OCC2CCCO2)[nH]c2c1C(=O)CC(c1ccc(N(C)C)cc1)C2 (stereo unspecified) | ? | -8 | -10% | 15% | ? | 21µM* | 23% | ? | -10%
CCn1nc(C)c(/C=N/NC(=O)Cn2nnc(N)n2)c1C | 6% | 12 | 15% | -2% | -5% | 19% | 4% | i | 9%
CC(C)Oc1cccc(NC(=O)C2(C)CCN2C(C)C)c1 (stereo unspecified) | -1% | 11 | 25% | . | 19% | -4% | . | i | 20%
COc1cc(Cl)c(C)cc1NC(=O)[C@@H]1CCCN1C(=O)c1cccs1 | -14% | -11 | -1% | -3% | -5% | -1% | ? | i | -8%
NS(=O)(=O)c1cccc(NC(=O)CSc2nnc3n2CCCCC3)c1 | 2% | 6 | 2% | 0% | . | -5% | 1% | i | 4%
Cc1cc(/C(N)=N/OC(=O)c2cccc(Cl)c2)no1 | -2% | 11 | 10% | 0% | 28% | 11% | -4% | i | 14%
CCCCc1nc(SCCN2CCOCC2)c2c(=O)n(C)c(=O)n(C)c2n1 | 18% | 36 | 8% | 0% | -18% | ? | -4% | i | 15%
CCOc1ccc(NS(=O)(=O)c2ccc(C(=O)NCC(c3ccc(OC)cc3)N3CCCC3)cc2)cc1 (stereo unspecified) | -6% | 0 | -4% | 14% | -2% | 3% | 25% | i | 1%
CC(=O)Nc1ccc2c(c1)N(C(=O)CN(C)C)c1ccccc1CC2 | -3% | 11 | 8% | -6% | -17% | -5% | -7% | i | 25%
CCCNC(=O)COC(=O)c1ccc(Cl)c(S(=O)(=O)N2CCCC2)c1 | 0% | 26 | 1% | -4% | -5% | 14% | 0%[9.22 µM] | i | -1%
O=C(CN1C(=O)S/C(=C\c2ccc(Cl)cc2)C1=O)NNC(=O)c1ccccc1O | 2% | -3 | -12% | 14% | -34% | 0% | 3% | i | ?
CC1CCCCC12NC(=O)N(CC(=O)Nc1ccc3c(c1)OCO3)C2=O (stereo unspecified) | 0% | 2 | 10% | . | . | -2% | . | i | 1%
C/C(CC(=O)Nc1cccnc1)=N/NC(=O)COc1ccc(Cl)cc1Br | ? | 4 | 23% | 8% | -10% | 4% | -8% | i | -23%
O=C(NCCCn1cccn1)C1CCC(=O)N(CCc2ccccc2)C1 (stereo unspecified) | 21% | 3 | 10% | -1% | 1% | 12% | 0% | i | 2%
Cc1ccc(-c2c(C(=O)Nc3ccccc3C)c(C)[nH]c(=S)c2C#N)o1 | 3% | 8 | 10% | -1% | -13% | -26% | 0% | i | 0%
CNc1cccc(-c2ccc(N3CCN(C)CC3)nc2)n1 | 0% | -17 | 11% | . | 10% | 5% | . | i | 1%
COc1ccc(C(CC(=O)N2CCCC(C)C2)c2c(OC)cc(OC)c3c(-c4ccccc4)cc(=O)oc23)cc1 (stereo unspecified) | ? | -10 | 6% | ? | ? | 0% | 4% | ? | -21%
Cc1ccc(C)c(C(=O)N2CCC(n3nccc3NC(=O)C3CC3)CC2)c1 | 18% | 14 | 3% | 0% | 4% | -3% | -5% | i | 1%
COc1c(Cl)cc(Cl)cc1C(=O)Nc1ccc(C(=O)O)cc1 | 24% | 20 | 1% | -6% | -15% | ? | ? | i | 2%
COc1cc2c(cc1OC)C(c1ccccc1)=NCC2 | -1% | -4 | -9% | 0% | -5% | 0% | -4% | i | -14%
COc1ccccc1CC(=O)c1ccc(OCc2ccccc2)cc1 | 4% | -7 | -20% | ? | 7% | 0% | -1% | i | -5%
Cc1nc(N)sc1N=Nc1ccccc1C(F)(F)F | 18% | -71* | -29% | 9% | 43%[activator] | 2% | -7% | ? | -29%
CCOC(=O)C(=O)/C(=C\N(C)C)c1onc(-c2ccccc2Cl)c1C(=O)OC | -5% | -3 | 6% | 14% | 0% | -4% | 0% | ? | 12%
Oc1ccc(Nc2nc(NCC3CCCO3)c3ccccc3n2)cc1 (stereo unspecified) | -27% | -96* | 21µM* | ? | 3% | -27% | 14% | ? | ?
O=C(COC(=O)/C=C/c1cccc(F)c1)NC(=O)NCc1ccccc1 | ? | -16 | -5% | 17% | . | -20% | -3% | i | 0%
CC(=O)C1=C(c2ccccc2)NC(=S)NC1c1ccc(O)c(O)c1 (stereo unspecified) | 19% | 8 | -3% | 2% | -14% | -7% | 0% | i | 1%
CCOc1ccc(OCC)c(NC(=O)CSc2nc3c(c(=O)n(C)c(=O)n3C)n2C(C)C)c1 | ? | -81* | -46% | 30% | -16% | 18µM* | 18% | i | 4%[9.24 µM]
CCOc1nc(SCCOc2ccc(C)cc2)nc(N(C)C)n1 | 0% | -5 | 4% | -17% | -19% | -7% | -15% | i | 16%
COc1ccc(CCNC(=O)c2cc(C)oc2C)cc1OC | 0% | -14 | 14% | -1% | -7% | 1% | -22% | i | 15%
CN1CCN(c2nnc(-c3cccs3)c3ccccc23)CC1 | 15% | -54* | 0% | 0% | -1% | 0% | -9% | ? | -5%
O=S(=O)(/N=C(/Nc1ccc(Cl)c(S(=O)(=O)Nc2ccccc2Cl)c1)c1ccc(F)cc1)c1ccccc1 | -4%&16% | -75*! | ? | ? | ? | ? | 28%&-12% | i | ?
COc1cccc(N2CCN(C(=S)Nc3ccccc3OC)CC2)c1 | 11% | 16 | 14% | 1% | -5% | -4% | 1% | i | 8%

Sorted by value in SW480 rerep (high to low): some entries from above.
SMILES	IL1B secr inh	SW480 rerep
CC(=O)C1=C(c2ccccc2)NC(=S)NC1c1ccc(O)c(O)c1 (stereo unspecified)	8	0%
COc1ccccc1CC(=O)c1ccc(OCc2ccccc2)cc1	-7	-1%
COc1cc2c(cc1OC)C(c1ccccc1)=NCC2	-4	-4%

(continued)
canonical_smiles | KB-3-1 cytotox | IL1B secr inh | HT1080-NT tox | MCF10A rerep | ATXN2 expr inh | KB-V1 MDR tox | SW480 rerep | ATXN viability | HT1080 IDH1KD tx
Cc1ccc(C)c(N(C(=O)c2nsc(Cl)c2Cl)C(C(=O)NC2CCCC2)c2ccc(O)cc2)c1 (stereo unspecified) | 21µM* | -71* | -24% | 11% | ? | ? | 17% | i | -16%
O=[N+]([O-])c1cc(C(F)(F)F)ccc1N1CCCC(O)C1 (stereo unspecified) | -3% | -13 | -2% | -1% | -3%[11.3 µM] | 3% | 3% | i | 2%
O=S(=O)(c1ccc(OCC(O)CNCc2ccco2)c(Cl)c1)N1CCOCC1 (stereo unspecified) | 4% | 9 | -12% | 0% | 1% | -12% | 1% | i | -4%
O=C(CC1CCCC1)NCCS(=O)(=O)N1CCN(c2ccccc2)CC1 | -7% | 1 | 10% | . | . | -3% | . | i | 2%
O=C(Nc1ccc2c(c1)N(S(=O)(=O)c1cccs1)CCC2)c1c(F)cccc1F | -25% | -8 | 5% | 12% | 3% | 0% | 0% | i | 3%
Cc1cccc(C)c1NC(=O)NC1(C(=O)NCCN2CCOCC2)CCCCC1 | -14% | -5 | 8% | -2% | -18% | -14% | 1% | i | 11%
